Mtb BioA inh: blocks M. tuberculosis BioA enzyme activity; purified M. tuberculosis BioA enzyme, plate reader; inhibition, % at 9.99 µM; hit rate 0.096% among 360,000; in the data active means inhibition above about 40%
* = called active by the depositor. These rows are one share of the data; the hit share may differ from the screen's.

SMILES	Mtb BioA inh
C[C@H](CO)N1C[C@H](C)[C@H](CN(C)C(=O)Nc2ccc3c(c2)OCO3)Oc2ccc(NC(=O)Nc3ccc(F)cc3)cc2CC1=O	1.6
O=C(c1ccc2c(c1)OCO2)N1C[C@H]2[C@@H](c3ccccc31)[C@@H](CO)N2CC1CCCC1	-3.7
CC(C)NC(=O)N1C[C@@H]2[C@H](c3ccccc31)[C@@H](CO)N2C(=O)c1ccccn1	-0.7
CCCNC(=O)C[C@H]1C[C@H]2c3cc(NC(=O)Nc4ccccc4)ccc3O[C@H]2[C@H](CO)O1	-0.5
CO[C@H]1CC[C@H]2CCN(C)C(=O)CCCN(C)C(=O)c3cccc(C#N)c3OC[C@H]1O2	-0.6
C[C@H](CO)N1C[C@H](C)[C@@H](CN(C)Cc2ccc(C(=O)Nc3ccccc3N)cc2)Oc2c(NS(C)(=O)=O)cccc2C1=O	-1.7
COc1ccc(S(=O)(=O)Nc2ccc3c(c2)C(=O)N([C@@H](C)CO)C[C@@H](C)[C@H](CN(C)Cc2ccc(C(=O)O)cc2)O3)cc1	-0.3
Cc1ccccc1S(=O)(=O)N[C@@H]1CC[C@H](CCn2cc(-c3ccc(F)cc3)nn2)O[C@H]1CO	2.9
COc1ccc(S(=O)(=O)N(C)C[C@@H]2Oc3ccc(NS(=O)(=O)c4ccc(C)cc4)cc3CC(=O)N([C@H](C)CO)C[C@@H]2C)cc1	-3.3
COCC(=O)N(C)C[C@@H]1Oc2ncc(C#Cc3ccccc3OC)cc2C(=O)N([C@H](C)CO)C[C@H]1C	-1.3
COc1cccc(S(=O)(=O)Nc2ccc3c(c2)[C@H]2C[C@@H](CC(=O)NC4CCCCC4)O[C@H](CO)[C@H]2O3)c1	-1.5
O=S(=O)(c1ccc(F)cc1)N1CC[C@@H]2[C@H](CO)Nc3ccc(Br)cc3[C@@H]21	10
C[C@@H]1CN([C@H](C)CO)C(=O)c2cccc(NC(=O)NC3CCCCC3)c2O[C@H]1CN(C)CC1CCCCC1	1.1
CC(C)C#Cc1cnc2c(c1)C(=O)N([C@@H](C)CO)C[C@@H](C)[C@H](CN(C)Cc1cncnc1)O2	0.2
CC(C)NC(=O)N(C)C[C@H]1Oc2c(NC(=O)Nc3ccccc3)cccc2C(=O)N([C@@H](C)CO)C[C@H]1C	2.6
C[C@@H]1CN([C@H](C)CO)C(=O)c2cccc(NS(=O)(=O)c3ccc(Cl)cc3)c2O[C@H]1CN(C)S(=O)(=O)c1ccc(Cl)cc1	-0.4
C[C@H](CO)N1C[C@H](C)[C@H](CN(C)C(=O)NC2CCCCC2)Oc2ncc(C#Cc3ccccc3)cc2C1=O	-0.6
C[C@H]1CN([C@@H](C)CO)S(=O)(=O)c2ccc(-c3cncnc3)cc2O[C@@H]1CN(C)C	-1.9
COc1ccc(NC(=O)N(C)C[C@H]2OCc3ccccc3-c3c(n(C)c4ccccc34)C(=O)N([C@H](C)CO)C[C@H]2C)c(OC)c1	3.7
CO[C@@H]1CN(C)C(=O)c2ccc(NS(=O)(=O)CC(F)(F)F)cc2OC[C@H](C)N(C)C[C@H]1C	1.1
C[C@H](CO)N1C[C@H](C)[C@@H](CN(C)S(=O)(=O)c2ccc(F)cc2)Oc2ccc(NC(=O)C3CCCCC3)cc2CC1=O	-3.4
C[C@@H]1CN([C@@H](C)CO)C(=O)c2cc(NC(=O)CCCN(C)C)ccc2O[C@@H]1CN(C)Cc1ccc(C(F)(F)F)cc1	-0.2
O=C(C[C@H]1CC[C@H](NC(=O)C2CC2)[C@@H](CO)O1)NC1CCC1	1.1
C[C@@H]1CN([C@@H](C)CO)S(=O)(=O)c2ccc(C3=CCCC3)cc2O[C@@H]1CN(C)C(=O)C1CCC1	0.4
C[C@@H]1CN([C@H](C)CO)C(=O)c2cc(NC(=O)Cc3ccccc3)ccc2O[C@@H](C)CCCCO[C@H]1CN(C)C(=O)C1CCCCC1	-0.2
More records.
SMILES	Mtb BioA inh
CCC(=O)Nc1ccc2c(c1)C(=O)N(C)C[C@H](OC)[C@H](C)CN(CCc1ccccc1)[C@@H](C)CO2	0.5
C[C@H](CO)N1C[C@H](C)[C@H](CN(C)S(=O)(=O)c2ccccc2)Oc2c(cccc2N(C)C)C1=O	0.3
C[C@@H]1CCCCO[C@H](CN(C)C(=O)c2ccccc2)[C@H](C)CN([C@H](C)CO)C(=O)c2cc(NC(=O)c3ccccc3)ccc2O1	1.3
C[C@@H]1CN([C@@H](C)CO)C(=O)c2cc(-c3ccc(C#N)cc3)cnc2O[C@H]1CN(C)Cc1cccnc1	2.3
Cc1noc(C)c1NC(=O)Nc1ccc2c(c1)C(=O)N([C@@H](C)CO)C[C@@H](C)[C@@H](CN(C)S(=O)(=O)c1ccc(Cl)cc1)OCCCC[C@@H](C)O2	-1.0
Cc1ccccc1-c1ccc2c(c1)O[C@@H](CN(C)C)[C@@H](C)CN([C@@H](C)CO)S2(=O)=O	1.8
O=C(Nc1cccc(Cl)c1)N[C@H]1CC[C@@H](CCNC(=O)C2CC2)O[C@H]1CO	-0.8
C[C@H]1CN([C@@H](C)CO)C(=O)c2cccc(N(C)C)c2O[C@@H]1CN(C)Cc1ccc(C(=O)Nc2ccccc2N)cc1	-1.1
C[C@H](CO)N1C[C@H](C)[C@H](CN(C)C(=O)Nc2ccc(C(F)(F)F)cc2)Oc2ccc(NS(=O)(=O)c3ccc(F)cc3)cc2C1=O	-1.3
COc1ccc(-c2cnc3c(c2)C(=O)N([C@@H](C)CO)C[C@H](C)[C@@H](CN(C)Cc2ccc(C(=O)O)cc2)O3)cc1	-0.4
O=C(C[C@H]1CC[C@@H]2[C@H](COC[C@H](O)CN2C(=O)Nc2ccc(C(F)(F)F)cc2)O1)NCC1CC1	2.6
CC(=O)N1C[C@H]2[C@@H](c3ccccc31)[C@@H](CO)N2C(=O)c1ccc(F)cc1	-1.2
C[C@H](O)C#Cc1cnc2c(c1)C(=O)N([C@H](C)CO)C[C@H](C)[C@@H](CN(C)C(=O)c1ccccc1)O2	1.7
CC=Cc1ccc2n(c1=O)C[C@@H]1[C@@H](CO)[C@H](C(=O)NCc3cccc(F)c3)[C@H]2N1S(C)(=O)=O (mixture of isomers)	0.9
COC(=O)[C@@H]1[C@@H](CO)[C@@H]2Cn3c(ccc(-c4ccccc4)c3=O)[C@H]1N2CCc1ccccc1	0.9
CN1C(=O)c2cc(NC(=O)c3ccccc3)ccc2OC[C@@H]2O[C@@H](CC(=O)O)CC[C@@H]21	-1.9
CCCNC(=O)N1C[C@@H](C)[C@@H](OC)CN(C)C(=O)c2cc(NS(C)(=O)=O)ccc2OC[C@H]1C	-0.2
CC(=O)NC[C@@H]1[C@@H](c2ccc(C3=CCCCC3)cc2)[C@H](CO)N1C(=O)NC(C)C	2.7
C[C@@H]1CN([C@@H](C)CO)S(=O)(=O)c2ccc(-c3cccc(C#N)c3)cc2O[C@@H]1CN(C)C(=O)c1cccnc1	0.2
C[C@H]1CN([C@@H](C)CO)C(=O)c2cc(Br)cnc2O[C@@H]1CN(C)CC1CCCC1	-0.3
C=CC[C@H](O)c1ccc(O)c(F)c1	-3.7
COc1ccccc1S(=O)(=O)N(C)C[C@@H]1Oc2ncc(-c3ccc(C)cc3)cc2C(=O)N([C@@H](C)CO)C[C@H]1C	-0.2
CCCC#Cc1cnc2c(c1)C(=O)N([C@H](C)CO)C[C@H](C)[C@@H](CN(C)C(=O)Cc1ccccc1)O2	3.3
C[C@@H]1CN([C@H](C)CO)C(=O)c2cc(NC(=O)C3CCCCC3)ccc2O[C@@H]1CN(C)Cc1ccc(Oc2ccccc2)cc1	-3.5
O=C(NCC[C@@H]1CC[C@H](NS(=O)(=O)c2cccc(F)c2)[C@@H](CO)O1)Nc1cc(F)ccc1F	3.0
Continued.
SMILES	Mtb BioA inh
C[C@H](CO)N1C[C@H](C)[C@@H](CN(C)Cc2ccccc2)Oc2ccc(NC(=O)CCCN(C)C)cc2C1=O	-2.6
CCCNC(=O)N1[C@@H]2Cn3c(ccc(-c4ccccc4OC)c3=O)[C@H]1[C@@H](C(=O)OC)[C@@H]2CO	3.9
O=C(Nc1ccccc1)N[C@@H]1CC[C@@H](CCNC(=O)c2ccccc2F)O[C@@H]1CO	-2.5
CCCNC(=O)Nc1ccc2c(c1)OC[C@H](C)N(C)C[C@@H](C)[C@H](OC)CN(C)C2=O	0.4
CCS(=O)(=O)N[C@H]1CC[C@H](CC(=O)NCc2ccc(Cl)cc2)O[C@H]1CO	0.9
C[C@@H]1CN([C@@H](C)CO)S(=O)(=O)c2ccc(Br)cc2O[C@@H]1CN(C)Cc1ccc(C(=O)O)cc1	5.2
C[C@@H]1CN([C@H](C)CO)S(=O)(=O)c2ccc(C#CC3(O)CCCC3)cc2O[C@H]1CN(C)C(=O)c1cccnc1	2.3
C[C@@H]1CN([C@H](C)CO)C(=O)c2cc(Br)cnc2O[C@@H]1CN(C)Cc1ccccn1	-1.7
CCCC#Cc1ccc2c(c1)O[C@H](CN(C)C(=O)COC)[C@@H](C)CN([C@@H](C)CO)S2(=O)=O	0.2
C/C=C/c1ccc2c(c1)O[C@@H](CN(C)S(=O)(=O)c1ccc(C)cc1)[C@@H](C)CN([C@H](C)CO)S2(=O)=O	0.2
COCC(=O)Nc1ccc2c(c1)C(=O)N(C)C[C@@H](OC)[C@H](C)CN(C(=O)c1ccccc1F)[C@H](C)CO2	-0.3
CC=Cc1ccc2n(c1=O)C[C@H]1[C@H](CO)[C@@H](C(=O)OC)[C@@H]2N1CC1CCOCC1 (mixture of isomers)	0.2
COCC(=O)N1[C@H](CO)[C@@H](c2ccccc2)[C@@H]1CN(C)C(=O)c1ccccc1	2.5
CCC(=O)N1C[C@H](C)[C@H](OC)CN(C)C(=O)c2cc(NS(=O)(=O)CC)ccc2OC[C@H]1C	-0.3
CCCC#Cc1ccc2c(c1)O[C@@H](CN(C)C(=O)C1CC1)[C@@H](C)CN([C@@H](C)CO)S2(=O)=O	1.6
C[C@H](CO)N1C[C@H](C)[C@H](CN(C)S(=O)(=O)c2ccc(F)cc2)Oc2ncc(C#CC3(O)CCCC3)cc2C1=O	-2.0
N#C[C@@H]1N[C@H](CO)[C@@H]1c1ccc(-c2ccccc2F)cc1	-2.9
CCCNC(=O)N1[C@@H]2Cn3c(ccc(-c4ccccc4OC)c3=O)[C@H]1[C@@H](C(=O)N(C)C)[C@@H]2CO	-0.7
CN1c2ccc(Br)cc2[C@@H]2[C@@H](CCN2S(=O)(=O)c2ccccc2F)[C@H]1CO	-0.1
CO[C@H]1CN(C)C(=O)c2cc(NS(=O)(=O)c3ccc(C)cc3)ccc2OC[C@@H](C)N(C)C[C@@H]1C	-1.2
C[C@@H]1CN([C@H](C)CO)C(=O)c2cc(NC(=O)Nc3ccc4c(c3)OCO4)ccc2O[C@@H]1CN(C)Cc1ccc(C(F)(F)F)cc1	-1.7
COc1cccc(S(=O)(=O)N[C@@H]2CC[C@H](CC(=O)NC3CCC3)O[C@@H]2CO)c1	1.2
CC(C)C#Cc1ccc2c(c1)O[C@H](CN(C)Cc1ccncc1)[C@H](C)CN([C@@H](C)CO)S2(=O)=O	1.2
Cn1cnc(S(=O)(=O)N[C@H]2C=C[C@H](CC(=O)N3CCN(c4ccccc4)CC3)O[C@@H]2CO)c1	-0.5
Cc1noc(C)c1NC(=O)NCC[C@@H]1CC[C@@H](NC(=O)Nc2cccc(Cl)c2)[C@H](CO)O1	0.7
Going on with the list:
SMILES	Mtb BioA inh
CC=Cc1ccc2n(c1=O)C[C@H]1[C@H](CO)[C@@H](C(=O)NCCC)[C@@H]2N1C(=O)C1CCCC1 (mixture of isomers)	-1.9
C[C@@H]1CN([C@@H](C)CO)S(=O)(=O)c2ccc(-c3ccccc3F)cc2O[C@@H]1CN(C)Cc1cccnc1	1.4
C[C@@H]1CN([C@H](C)CO)S(=O)(=O)c2ccc(C#CC(C)(C)O)cc2O[C@@H]1CN(C)CC1CC1	-3.3
C[C@@H]1CN([C@@H](C)CO)C(=O)Cc2cc(NS(=O)(=O)c3ccc(Cl)cc3)ccc2O[C@@H]1CN(C)CC1CCCCC1	-1.8
Cc1noc(C)c1S(=O)(=O)Nc1ccc2c(c1)C(=O)N([C@H](C)CO)C[C@@H](C)[C@@H](CN(C)Cc1ccc(C(=O)O)cc1)OCCCC[C@H](C)O2	-1.6
C[C@H]1CN([C@@H](C)CO)C(=O)c2cc(-c3ccccc3F)cnc2O[C@H]1CN(C)C(=O)C1CC1	1.6
CC(=O)N(C)C[C@H]1Oc2cc(C#C[C@@H](C)O)ccc2S(=O)(=O)N([C@H](C)CO)C[C@H]1C	3.9
C[C@@H]1CN([C@@H](C)CO)C(=O)Cc2cc(N(C)C)ccc2O[C@H]1CN(C)Cc1ccc2c(c1)OCO2	-1.1

Screening results as filed in PubChem.
